Screening data as filed in PubChem.
MITF primary – human MITF inhibition, primary screen; AlphaScreen MITF homodimerization, bead proximity signal; inhibition, % at 2.6 µM; 650,000 compounds, 0.91% hits; in the data active means inhibition above about 50%;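 further: 0% = vehicle wells with protein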
Target sequence (O75030 whole entry, looked up): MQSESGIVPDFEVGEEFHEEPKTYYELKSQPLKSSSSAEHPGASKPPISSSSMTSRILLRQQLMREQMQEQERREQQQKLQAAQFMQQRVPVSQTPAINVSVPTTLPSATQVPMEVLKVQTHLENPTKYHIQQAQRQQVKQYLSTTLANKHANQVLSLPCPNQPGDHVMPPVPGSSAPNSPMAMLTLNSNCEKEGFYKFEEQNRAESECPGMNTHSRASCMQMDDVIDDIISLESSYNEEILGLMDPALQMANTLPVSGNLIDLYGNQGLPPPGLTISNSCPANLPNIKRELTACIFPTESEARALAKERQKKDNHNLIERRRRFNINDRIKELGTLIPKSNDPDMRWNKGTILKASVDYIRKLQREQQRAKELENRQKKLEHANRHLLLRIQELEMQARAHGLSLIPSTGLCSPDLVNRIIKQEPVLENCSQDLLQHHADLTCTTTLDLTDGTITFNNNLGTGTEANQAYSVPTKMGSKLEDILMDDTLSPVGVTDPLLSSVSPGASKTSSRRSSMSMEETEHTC
TEAD-YAP block – TEAD-YAP interaction inhibition; HEK-TIYL cells, TEAD-Gal4/YAP UAS-luciferase luminescence; inhibition, % at 9.12 µM; 640,000 compounds, 1.4% hits; AID 1259422; in the data active means inhibition above about 32%;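 further: 0% = median of test compound wells and 100% = reference inhibitor wells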
GPR151 ag – human GPR151 activation | Q8TDV0 | PathHunter beta-arrestin GPR151 cells, luminescence | activation, % at 11.2 µM | 650,000 compounds, 1% hits; in the data active means activation above about 4.9%;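 further: 0% = median of compound wells and 100% = cells with positive control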
Target sequence (Q8TDV0 whole entry, looked up): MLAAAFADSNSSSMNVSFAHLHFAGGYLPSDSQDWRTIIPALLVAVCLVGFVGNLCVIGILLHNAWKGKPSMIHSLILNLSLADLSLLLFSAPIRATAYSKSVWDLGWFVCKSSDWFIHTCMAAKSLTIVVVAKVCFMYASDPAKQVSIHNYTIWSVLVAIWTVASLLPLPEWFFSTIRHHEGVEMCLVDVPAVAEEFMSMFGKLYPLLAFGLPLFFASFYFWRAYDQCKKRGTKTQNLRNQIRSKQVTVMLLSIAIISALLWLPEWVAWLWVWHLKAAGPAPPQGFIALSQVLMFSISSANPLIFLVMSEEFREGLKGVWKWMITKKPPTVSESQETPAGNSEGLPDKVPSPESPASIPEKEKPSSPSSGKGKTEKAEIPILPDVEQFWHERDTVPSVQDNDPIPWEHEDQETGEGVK
FBW7 act – human FBW7 E3 ligase activation, primary screen; AlphaScreen FBW7–phospho-cyclin E peptide binding, activator screen; Q969H0; AID 1259310; normalized activity (activation), % at 26.1 µM; 650,000 compounds, 0.13% hits; in the data active means normalized activity above about 1.9%;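 further: purified mutant Fbw7 with reduced substrate affinity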
* marks the source's active call; other numbers are inactive results; & = joins results of further samples.

molecule	MITF primary	TEAD-YAP block	GPR151 ag	FBW7 act
COc1cccc(N/C(SC)=C(/C#N)C(=O)NCc2cccs2)c1	-3	-25	0.5	-0.2
Cc1cc(C)cc(NC(=O)Cn2c3ccccc3c(=O)c3cc(C)ccc32)c1	0	-4	0.3	0.0
COc1ccc(NC(=O)CN(c2ccccc2)S(=O)(=O)N(C)C)cc1OC	-9	3	-0.5	-0.2
CCc1ccc(C(=O)N2CCN3C(=O)[C@H](Cc4ccccc4)NC(=O)[C@H]3C2)cc1	-19	-5	-0.4	-0.3
CC(=O)c1cccc(NC(=O)/C=C/c2ccco2)c1	-3	-45	-0.5	-0.2
O=C1CSC(c2ccc(Cl)cc2Cl)N1c1ccc(Br)cc1 (stereo not given)	12	0	-0.1	0.2
CCOc1ccc(NC(=O)CSc2nc3cc4c(cc3c(=O)n2CCCCCC(=O)NCc2ccc(OC)cc2)OCO4)cc1	15	16	2.5	0.0
CCOC(=O)c1c(NC(=O)C(C)Sc2nnc(CNC(=O)c3ccc([N+](=O)[O-])cc3)n2-c2ccc(F)cc2)sc2c1CCC2 (stereo not given)	-13	-5	4.5	0.1
Cc1oc(C(C)(C)C)cc1C(=O)Nc1ccc(NC(=O)C(=O)O)cc1	1	28	0.1	-0.2
O=C(c1cn(C[C@@H]2CCCN(C(=O)c3cc(-c4ccco4)[nH]n3)C2)nn1)N1CCOCC1	39	4	-0.4	0.5

4 of the compounds above, field by field.
COc1cccc(N/C(SC)=C(/C#N)C(=O)NCc2cccs2)c1
  MITF primary: -3	TEAD-YAP block: -25	GPR151 ag: 0.5	FBW7 act: -0.2
Cc1cc(C)cc(NC(=O)Cn2c3ccccc3c(=O)c3cc(C)ccc32)c1
  MITF primary: 0	TEAD-YAP block: -4	GPR151 ag: 0.3	FBW7 act: 0.0
COc1ccc(NC(=O)CN(c2ccccc2)S(=O)(=O)N(C)C)cc1OC
  MITF primary: -9	TEAD-YAP block: 3	GPR151 ag: -0.5	FBW7 act: -0.2
CCc1ccc(C(=O)N2CCN3C(=O)[C@H](Cc4ccccc4)NC(=O)[C@H]3C2)cc1
  MITF primary: -19	TEAD-YAP block: -5	GPR151 ag: -0.4	FBW7 act: -0.3

(cont.)
molecule	MITF primary	TEAD-YAP block	GPR151 ag	FBW7 act
Cc1c(C(=O)Nc2cccc(Cl)c2)sc2ncn(Cc3ccccc3Cl)c(=O)c12	7	4	0.5	0.1
O=C1N(Cc2ccccc2)CCCC12CCCN(Cc1ccccc1)C2=O	14	19	1.3	0.0
O=C(c1cc2nc(-c3cccs3)cc(C(F)(F)F)n2n1)N1CCN(c2ccc(F)cc2)CC1	27	-1	3.8	0.2
Oc1ccccc1-c1csc(-c2ccccc2)n1	-5	-66	-1.2	-0.2
CCOc1cc(/C=C(\C#N)c2nc3ccccc3[nH]2)ccc1O	3	-24	4.7	0.7
CCOC(=O)Cn1c(=O)c2c(nc3n(-c4ccc(C)cc4)c(C)c(C)n23)n(C)c1=O	13	-3	0.2	0.0
Cc1ccc(N2C(=O)CC(NCCc3ccc(Cl)cc3)C2=O)cc1Cl (stereo not given)	5	-13	0.3	-0.3
CC(C)C(=O)Nc1ncc(Cc2ccccc2)s1	11	-19	-0.4	0.2
CCn1c(SCC(=O)N2CCOCC2)nnc1-c1cccs1	7	12	0.8	0.3
Cc1cc(Br)ccc1N1C(=O)/C(=C/c2ccc(Cl)cc2)C=C1c1ccccc1	13	-3	0.0	1.9*
O=C(c1nc(-c2cccnc2)no1)N1CCN(C2CCCCC2)CC1	1	9	-3.0	0.5
CC(O)(C#CC12CC3CC(CC(C3)C1)C2)c1cccs1 (stereo not given)	-2	0	-0.9	0.0
Nc1nnc(-c2ccccc2)c(-c2ccccc2)n1	-2	2	1.6	0.0
COc1ccc(C(=O)Nc2ncc(Cc3cc(Cl)ccc3Cl)s2)cc1OC	68*	-3	-0.6	0.8
Cc1cc2c(cc1C)C(=O)N(S(=O)(=O)c1ccc(Cl)cc1)C2=O	9	8	-0.8	0.1
CCc1ccc(C2=NC(c3cc(Br)ccc3F)NC(c3cc(Cl)ccc3O)C2)cc1 (stereo not given)	14	8	1.6	0.5
COc1ccc(C(=O)Nc2ccccc2C(=O)NC(C(=O)Nc2ccccc2)C(C)C)cc1 (stereo not given)	4	-2	1.9	0.3
CN1[C@@H](C(=O)NCC2CCCO2)C[C@@H](c2ccco2)NS1(=O)=O (stereo not given in full)	-6	0	-0.2	0.1
Cc1nc2c(C(=O)NCc3ccc(F)cc3)cnn2c(C)c1Cc1ccc(Cl)cc1	1	0	1.0	0.1
CC(OC(=O)CNS(=O)(=O)c1ccc(Cl)c(Cl)c1)c1ccccc1 (stereo not given)	13	6	-0.6	0.9
COc1ccc(CNC(=O)CSc2nnc(-c3ccncc3)n2C)cc1	3	-7	-1.0	-0.1
O=C1N[C@@H](Cc2ccc(Cl)cc2)C(=O)N2CCN(C(=O)OCc3ccccc3)C[C@H]12	14	1	0.0	0.0
COc1ccccc1-c1ccc2c(-c3cccc(C(N)=O)c3)[nH]nc2n1	-1	29	0.9	-0.3
CC(C)(C)NC(=O)CSc1nnc(-c2ccco2)n1-c1ccc(F)cc1	-22	6	-0.4	-0.1
COc1ccc(CCNC(=O)CCn2c(SCC(=O)N3CCN(c4ccccc4)CC3)nc3ccccc3c2=O)cc1OC	-10	22	-0.1	-0.1
NC(=O)C1CCN(C(=O)c2cc3c(=O)[nH]c4ccccc4c3s2)CC1	1	-1	1.6	0.1
COc1ccc(NC(=O)CS(=O)(=O)c2ccccc2)cc1	14	-6	-0.6	0.2
C=CCN(CC=C)S(=O)(=O)c1ccc(NC(=O)c2ccc(Br)o2)cc1	10	0	4.0	0.0
COc1ccc(-n2cc(C(=O)Nc3ccc(C(C)=O)cc3)c3ccccc3c2=O)cc1	-14	24	-0.5	-0.1
COc1ccccc1N1C(=O)NC(=O)/C(=C/c2cccc(OC)c2OC)C1=O	-10	2	-0.7	-0.1
CCOC(=O)N1CCN(C(=O)CC(NS(=O)(=O)c2ccc(OC)cc2)c2ccc(OC)cc2)CC1 (stereo not given)	-3	13	-0.6	0.2
CCOC(=O)Cn1c(N2CCOCC2)nc2c1c(=O)[nH]c(=O)n2C	0	-2	-1.5	0.0
Cc1ccc(COc2ccc3c4c(c(=O)oc3c2C)CCCC4)cc1	14	-4	3.3	0.1
CC(=O)c1ccc(N2CCN(C(=O)c3ccco3)CC2)cc1	-7	-51	0.1	-0.1
Cc1nc2ccccc2c(=O)n1NCc1ccccc1F	3	-36	-1.2	0.1
O=C1C2C3C=CC(C3)C2C(=O)N1CCN1CCN(S(=O)(=O)c2cccs2)CC1 (stereo not given)	0	9	0.0	0.1
Cc1ccc(/C=N/N=C2/NC(=O)C(CC(=O)Nc3ccc(Cl)cc3)S2)o1 (stereo not given)	4	3	-0.4	0.0
O=C1C2C3c4ccccc4C(c4ccccc43)C2C2=Nc3cccc4cccc(c34)N12 (stereo not given)	9	3	-0.3	-0.1
C=C(C)CCC(C)N1CCC(CCOC)(C(=O)OCC)CC1 (stereo not given)	7	-4	4.7	0.0
CS(=O)(=O)N(CC(=O)NCCc1ccccc1)C1CCCCC1	9	15	-1.2	0.5

(next part)
The line under a structure holds: MITF primary	TEAD-YAP block	GPR151 ag	FBW7 act
- O=C(CSc1cccc[n+]1[O-])NC(=O)NC1CCCC1
 : 0	-9	-1.5	-0.2
- CCn1c2ccccc2c2cc(NC(=O)C3CC3)ccc21
 : 10	0	-0.5	1.1
- COc1cccc(-c2nc3ccccc3c(=O)n2NC(=O)c2cccc(C)c2)c1
 : 3	5	0.1	0.0
- Cc1ccc(N(C(C)C(=O)NC2CCCCCC2)S(C)(=O)=O)cc1 (stereo not given)
 : 7	4	1.6	0.4
- Cc1c(C(=O)N(C)Cc2nccs2)cnn1-c1ncc2c(n1)-c1ccccc1CCC2
 : -3	-2	1.0	-0.1
- Cc1ccc(S(=O)(=O)NNC(=O)c2ccccc2O)cc1
 : -6	5	1.4	-0.1
- CCOc1ccc(C(=O)Nc2c3c(nn2-c2ccc(C)cc2)CSC3)cc1
 : 17	-3	-0.1	0.7
- Cc1c(NC(=O)c2cccc(I)c2)cccc1[N+](=O)[O-]
 : 2	7	-0.6	0.1
- COc1ccc(CN2CCNC(=O)C2CC(=O)N(C)CCN2CCCCC2)c(OC)c1 (stereo not given)
 : -6	-9	0.3	0.1
- O=C(Nc1ccc(NC(=O)c2ccc([N+](=O)[O-])cc2Cl)cc1)c1ccco1
 : 5	7	0.1	-0.1
- O=C1CCC(=O)N1CN(Cc1ccccc1)CN1C(=O)CCC1=O
 : -3	4	0.5	0.0
- O=C(O)CCCC(=O)Nc1ccc(NC(=O)c2ccco2)cc1
 : 1	-2	0.2	-0.1
- COCc1cc(C)nc(N)c1-c1nc(N)c2c(COC)cc(C)nc2n1
 : 11	-1	0.5	0.2
- NCC(=O)Nc1cc(Cl)ccc1Cl
 : -4	22	-0.9	-0.2
- CCOC(=O)C1=C(C)NC2=C(C(=O)CC(C)(C)C2)C1c1ccc(F)c(F)c1 (stereo not given)
 : 6&-14	13&10	-1.7&-0.5	0.2&0.1
- CN1C(=O)C(CC(=O)N2CCCCCC2)C(=O)N(C)C1=O
 : 1	12	0.4	-0.2
- CC(C)CNC(=O)c1cc([N+](=O)[O-])ccc1N1CCCCC1
 : -6	-9	-1.0	0.0
- Cc1ccc(C)c(N2CCN(C(=O)Cn3ncc4c(=O)oc5ccccc5c43)CC2)c1
 : 16	1	-0.1	0.5
- CCOc1ccc(-c2csc(-c3cc4cc(Br)ccc4oc3=O)n2)cc1
 : -15	-11	-0.2	0.1
- Cc1c(Br)c([N+](=O)[O-])nn1CC(=O)NC1CCc2ccccc21 (stereo not given)
 : 3	-10	0.1	0.0
- O=C(NC(C(=O)c1ccccc1)N1CCCCC1)c1cccs1 (stereo not given)
 : 1	-7	-1.2	0.0
- Cc1sc2nc(C)n3c(=O)n(Cc4ccccn4)nc3c2c1C
 : 10	-11	-0.3	0.0
- CC(C)c1nnc2n1CCN(C(=O)CSc1ccccc1)CC2
 : 8	-24	0.3	0.1
- CC(=O)c1c(Nc2ccc(Oc3ccccc3)cc2)oc(C)cc1=O
 : 16	-11	-0.4	0.2
- CCOc1cc(/C=C2\C=C(c3ccc(C)cc3)OC2=O)ccc1OC(C)=O
 : 14	3	0.0	0.0
- Cn1c(NCCc2ccccc2)nc2c1c(=O)n(Cc1ccccc1)c(=O)n2C
 : -2	-18	2.8	0.1
- Cc1ccc(C(=O)N2CCN(c3ccc([N+](=O)[O-])c(NC4CC4)c3)CC2)cc1
 : -2	8	-0.6	-0.1
- O=C1OC(c2ccc([N+](=O)[O-])cc2)=N/C1=C/c1ccc(Br)cc1
 : 1	-12	1.0	0.1
- Cc1cc(S(=O)(=O)N2CCN(c3ccccc3C)CC2)ccc1F
 : 8	5	-0.3	-0.1
- Cc1cc(C)cc(NS(=O)(=O)c2ccc3c(c2)n(C)c(=O)n3C)c1
 : -21	-7	-0.5	0.1
- CN(Cc1ccccc1)c1ccc(C(=O)O)cc1N
 : 9	-7	2.3	0.0
- CCCN(CCC)C(=O)CSc1nc2n[nH]c(C)c2c(=N)n1-c1ccc(C)c(C)c1
 : -1	7	1.0	-0.1
- CCNC(=S)/N=C(\N)Nc1nc(C)c2cc(C)ccc2n1
 : -11	-67	-0.2	-0.1
- CC(C)CN1C[C@@H](NCc2ccccc2)C[C@H]1C(=O)NCCc1ccccc1F
 : 3	-12	0.0	0.0
- COc1ccc(C2c3[nH]c4ccccc4c3CCN2C(=O)CNC(C)=O)c(C)c1C (stereo not given)
 : -7	4	-0.5	0.0
- CCCN(CCC)CC(O)Cn1c2ccccc2c2ccccc21 (stereo not given)
 : 16	3	-0.4	-0.2
- CC(=O)Nc1ccc2oc(-c3ccc(C)c(Cl)c3)nc2c1
 : -5	-92	1.3	0.1
- CCn1c(O)c(/C=N/c2ncn[nH]2)c(=O)n(CC)c1=S
 : -1	-1	-0.5	0.0
- CCOC1=NN(c2ccc([N+](=O)[O-])cc2)C(=O)/C1=C\c1ccc(C(C)C)cc1
 : 6	5	1.0	-0.1
- Cc1ccc(OCCNC(=O)C(=O)Nc2ccccc2F)cc1C
 : 1	1	5.2*	0.0
- COc1ccc2c(c1)sc(=NC(=O)c1ccc([N+](=O)[O-])o1)n2C
 : -7	-22	-1.6	0.1
- O=C1c2ccccc2N2C(=O)CCC2(C(=O)O)N1Cc1ccccc1 (stereo not given)
 : 0	5	3.4	-0.2
- Cc1c(C(=O)O)nnn1-c1nonc1N
 : 15	13	0.0	0.8
- CN(C1CCS(=O)(=O)C1)S(=O)(=O)c1cccs1 (stereo not given)
 : -1	1	0.4	0.1
- CC(=O)c1cccc(-c2cc(NCCOc3ccccc3)ncn2)c1
 : -1	-14	-2.4	0.6
- Cc1cc(NC(=O)c2c(-c3ccccc3)noc2C)no1
 : 15	16	2.9	0.6
- O=C(N/C(=C/c1ccc(Cl)cc1)C(=O)N(CCO)CCO)c1ccco1
 : 14	8	-1.0	0.1
- CC(C)NC(=O)c1nnc(-c2ccccc2)o1
 : 4	-56	-2.2	-0.2
- COc1ccccc1C(=O)NCc1nnc2n1CCN(Cc1cc(C)cc(C)c1)CC2
 : 3	4	-0.7	0.3
